CYP2C9 activ – human CYP2C9 activators, primary screen, biochemical, luminescence. Cytochrome P450 2C9 (Homo sapiens), P11712. recombinant CYP2C9, luciferin-H conversion; hits give high values; factor 1 = untreated enzyme, 0 = blocked. activation factor at 5 µM. 1.4% of 96,000 active;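 active = activation factor of 2 or more for CYP2C9 at a 5 µM dose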;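 also: 0 = sulfaphenazole-blocked wells and 1 = vehicle-only wells; values of inactives mirror those of a sister screen read the other way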
LYP act – LYP phosphatase activators, primary screen, biochemical, DiFMUP fluorescence, 2 µM; recombinant LYP; 0 = plate median, 100 = signal doubled; activation, % at 2 µM; 0.11% of 96,000 active; AID 697, 2007;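 active = activation at 2 µM above a set limit, the mean plus 5 SD, cut at about 37% in these data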
Pyk2 oligo antag – antagonists of Pyk2 self-association, primary screen, Q293 cells, FERM NanoBiT luminescence, HTS; Protein-tyrosine kinase 2-beta (Homo sapiens), Q14289; hits give low values; z-score (the deposit names both 25 µM and 10 µM); 0.83% of 99,000 active;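 active = Z-score of -3 or lower, scaled per plate to the spread of control and sample wells; inactive = z-score above -3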;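 also: negative z-score means lost luminescence so less FERM oligomerization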
Target sequence (Q14289 whole entry, looked up): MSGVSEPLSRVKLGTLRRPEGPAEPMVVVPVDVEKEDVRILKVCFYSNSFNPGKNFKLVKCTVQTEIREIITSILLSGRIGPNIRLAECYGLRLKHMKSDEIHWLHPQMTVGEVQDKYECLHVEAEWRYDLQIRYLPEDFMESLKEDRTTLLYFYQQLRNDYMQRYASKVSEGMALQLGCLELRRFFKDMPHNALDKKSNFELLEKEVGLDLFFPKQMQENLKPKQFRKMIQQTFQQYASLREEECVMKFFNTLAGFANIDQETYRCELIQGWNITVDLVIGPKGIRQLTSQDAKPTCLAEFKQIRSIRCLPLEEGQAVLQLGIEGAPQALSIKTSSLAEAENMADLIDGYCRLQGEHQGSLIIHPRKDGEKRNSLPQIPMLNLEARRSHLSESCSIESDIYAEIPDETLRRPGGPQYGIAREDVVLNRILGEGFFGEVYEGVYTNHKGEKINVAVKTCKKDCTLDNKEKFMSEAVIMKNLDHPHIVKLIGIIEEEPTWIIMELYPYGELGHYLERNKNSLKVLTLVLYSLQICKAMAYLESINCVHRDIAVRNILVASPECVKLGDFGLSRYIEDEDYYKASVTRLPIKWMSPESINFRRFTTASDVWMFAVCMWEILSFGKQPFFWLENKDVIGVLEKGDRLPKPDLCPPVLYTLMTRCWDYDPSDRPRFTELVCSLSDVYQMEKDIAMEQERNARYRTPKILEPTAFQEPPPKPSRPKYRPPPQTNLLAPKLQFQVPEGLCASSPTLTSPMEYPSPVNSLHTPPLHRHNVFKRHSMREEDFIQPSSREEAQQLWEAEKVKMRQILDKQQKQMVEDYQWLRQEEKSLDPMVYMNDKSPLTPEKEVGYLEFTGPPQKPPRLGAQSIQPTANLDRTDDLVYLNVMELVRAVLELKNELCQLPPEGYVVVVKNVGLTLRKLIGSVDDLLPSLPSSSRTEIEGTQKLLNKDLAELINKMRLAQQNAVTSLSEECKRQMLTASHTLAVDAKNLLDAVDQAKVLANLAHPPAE
PostGolgi yeast – phenotypic screen on post-Golgi transport, primary screen; AID 739, 2007; 0.9% of 98,000 active; inhibition, % at 10 µM; post-Golgi transport phenotypic cell assay;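 also: yeast cells grown in 1536-well plates; yeast grown about 18 h at 30C before absorbance read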
E coli WT exp – growth inhibitors of wild-type E. coli, primary screen, strain BW25113, expanded library, OD600; 0.15% of 98,000 active; OD600 absorbance; growth inhibition, % at 100 µM; AID 710, 2007;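 active = growth inhibition above about 50% at one test dose, limit read from the data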;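 also: growth measured after 20 h incubation at 37 °C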
DAT uptake mod – changed hDAT dopamine uptake under cocaine IC80, either direction, primary screen, cocaine antagonist project, cell-based, LLC-PK1 hDAT, [14C]-dopamine uptake, MLSMR | B-score at 10 µM | LLC-PK1 hDAT cells, [14C]-dopamine uptake with cocaine IC80; actives deviate in either direction | 1.3% of 110,000 active | Sodium-dependent dopamine transporter (Homo sapiens), Q01959;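 active = Z score or B-score, a plate-position-corrected score, falls beyond the plate's 99.7% confidence bounds, in either direction; inactive = both scores lie inside the 99.7% bounds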;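 also: scored against the spread of the other compound wells on the same plate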
PostGolgi ctrl – growth inhibition of yeast control strain, primary screen, counter-screen for post-Golgi transport modulator project; efflux-deficient yeast background strain, growth absorbance A615, 16 h; inhibition, % at 10 µM; 5% of 98,000 active
LYP inh 2 – PTPN22 phosphatase inhibitors, primary screen, biochemical, DiFMUP fluorescence, 2 µM; Tyrosine-protein phosphatase non-receptor type 22 (Homo sapiens), Q9Y2R2; recombinant LYP catalytic domain; inhibition, % at 2 µM; 0.21% of 96,000 active; AID 640, 2007;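 active = inhibition at 2 µM at or above a set limit, the screen mean plus 3 SD, cut at about 24% in these data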;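 also: 0% = DMSO with enzyme and 100% = enzyme fully blocked by orthovanadate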
CYP2C9 inhib – blockers of cytochrome P450 2C9 activity – biochemical, luminescence, ADME assay, primary screen; P11712; CYP2C9 Supersomes, luciferin-H conversion; inhibition, % at 5 µM; 20% of 96,000 active; AID 777, 2007;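 active = blocking of liver enzyme CYP2C9 beyond about 50% at 5 µM, limit read from the data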; also: values of inactives mirror those of a sister screen read the other way
* marks the source's active call; other numbers are inactive results; . = not tested or not shown. Rule as the data show it, unless noted: active = inhibition above about 30%; inactive = the rest.

no.	SMILES	CYP2C9 activ	LYP act	Pyk2 oligo antag	PostGolgi yeast	E coli WT exp
1	C(=N\Nc1nc(-c2ccccc2)cs1)/c1cccnc1	0.1	13	-2.7	5	4
2	O=C(Cn1nnc(-c2ccccc2)n1)Nc1ccc2c(c1)OCO2	0.9	4	1.2	-5	-1
3	COc1ccccc1CNC(=O)CCN1C(=O)COc2ccccc21	1.7	-11	1.6	4	5
4	O=C(NCc1ccccc1)C(c1ccncc1)N(C(=O)c1csnn1)C1CC1 (centres undefined)	0.8	6	0.88	-6	-5
5	CCn1c(COc2ccc(=O)n(-c3ccccc3)n2)nnc1SCc1ccccc1	0.9	.	-1.1	-18	4
6	CCCCCn1c(CNC(C)=O)nc2ccccc21	0.6	.	1.5	4	6
7	Cc1ncsc1C(=O)NCc1ccc(N2CCCC2=O)cc1	0.9	-5	1	-14	-10
8	COc1ccc(C(=O)Nc2ccc(F)cc2F)cc1	0.8	-3	1	14	10
9	Cc1ccc(N(C(=O)C2CCCO2)C2C=CS(=O)(=O)C2)cc1Cl (centres undefined)	1.1	.	0.67	2	-1
10	CCOCC(=O)Nc1nc(-c2ccccc2)c(CC)s1	0.7	-7	0.11	5	2

no.	DAT uptake mod	PostGolgi ctrl	LYP inh 2	CYP2C9 inhib
1	1.1	10	-8	89*
2	0.01	-7	-2	12
3	0.7	0	8	-65
4	.	17	-4	16
5	0.28	18	.	8
6	0.31	1	.	45
7	-1.4	3	4	6
8	0.56	1	4	15
9	-0.13	2	.	-8
10	1.3	5	5	31

Molecules above that contain a halogen:
no.	SMILES	CYP2C9 activ	LYP act	Pyk2 oligo antag	PostGolgi yeast	E coli WT exp
8	COc1ccc(C(=O)Nc2ccc(F)cc2F)cc1	0.8	-3	1	14	10
9	Cc1ccc(N(C(=O)C2CCCO2)C2C=CS(=O)(=O)C2)cc1Cl (centres undefined)	1.1	.	0.67	2	-1

no.	DAT uptake mod	PostGolgi ctrl	LYP inh 2	CYP2C9 inhib
8	0.56	1	4	15
9	-0.13	2	.	-8

Further compounds follow.
no.	SMILES	CYP2C9 activ	LYP act	Pyk2 oligo antag	PostGolgi yeast	E coli WT exp
11	CC1(C)CN=C(NC2CCCCC2)S1	1.1	-5	0.43	-7	13
12	O=C(Cn1nnc2ccccc21)C1CC1	0.8	2	-0.31	5	0
13	CCOC(=O)N1CCN(C(=O)C2CC(c3cc(OC)ccc3OC)=NO2)CC1 (centres undefined)	1.3	7	0.91	3	0
14	CC1CCN(S(=O)(=O)c2ccc(NC(=O)CN3CCN(c4ccccc4)CC3)cc2)CC1	1	-9	-0.56	-8	-4
15	CCC(=O)c1ccc(OCC(O)CN2CCN(c3ccc(F)cc3)CC2)cc1 (centres undefined)	0.8	14	0.48	-1	-10
16	Cc1cc(-c2nc3ncccc3o2)ccc1NC(=O)CC(C)C	0.7	0	.	1	-1
17	CCCCCCCCCn1c2c(c(=N)c3c1CCC3)CCC2	.	-6	-0.85	.	.
18	CCOC(=O)C1CCCN(C(=O)COC(=O)C2=COCCO2)C1 (centres undefined)	1.1	4	0.08	3	1
19	O=C(c1ccco1)n1nc(-c2ccc(Cl)cc2)nc1NCc1ccco1	1	-1	0.2	-1	-9
20	COC(=O)C(NC(=O)c1ccccc1Cl)(Nc1ncc(S(=O)(=O)c2ccc([N+](=O)[O-])cc2)s1)C(F)(F)F (centres undefined)	0.1	-3	0.04	7	8

no.	DAT uptake mod	PostGolgi ctrl	LYP inh 2	CYP2C9 inhib
11	0.56	-3	5	-7
12	0.04	0	-4	16
13	0.1	1	-9	-28
14	0.39	2	11	-2
15	0.5	16	-10	16
16	0.45	13	-3	25
17	1.4	.	5	.
18	0.27	9	-5	-15
19	0.58	4	-4	3
20	0.15	0	-1	87*

(next part)
no.	SMILES	CYP2C9 activ	LYP act	Pyk2 oligo antag	PostGolgi yeast	E coli WT exp
21	O=C(CSc1ncccn1)NCc1ccc(F)cc1	1.1	7	0.11	-5	-3
22	CC1CCCN(Cc2c(O)ccc3c(=O)c(-c4nc5ccccc5s4)c(N)oc23)C1 (centres undefined)	0.8	6	-0.75	3	6
23	COc1ccc(C(=O)NC(=S)NNC(=O)Cc2cccs2)cc1	0.8	-11	0.16	18	43
24	O=C(O)C1C2C=CC(CC2)C1C(=O)O (centres undefined)	1.1	-8	0.92	-10	23
25	CCOC(=O)c1ccccc1N/C=C1\CCCCC1=O	.	-10	-0.2	7	5
26	Cn1c(-c2ccc(F)cc2)cnc1NCc1ccc(F)cc1	0.7	10	-0.19	-1	17
27	Cc1cc(C)nc(SCC(=O)Nc2ccccc2[N+](=O)[O-])n1	1.1	-4	0.38	13	6
28	O=C(CSCc1ccccc1)N1CCN(C(=O)c2ccco2)CC1	.	-3	2.2	3	-5
29	CCCCCn1c(=O)[nH]c2c(c1=O)CCC2	1	2	0.69	-1	6
30	CCOc1ccccc1N(CC(=O)Nc1ccc2c(c1)OCO2)S(C)(=O)=O	0.7	5	-0.22	-13	6

no.	DAT uptake mod	PostGolgi ctrl	LYP inh 2	CYP2C9 inhib
21	-0.39	3	-8	-6
22	2.5*	17	-2	20
23	0.14	21	14	21
24	0.62	-1	5	-7
25	1.3	21	11	.
26	0.045	2	-8	28
27	0.2	-4	6	-10
28	-0.72	11	0	.
29	0.24	-7	-4	1
30	-0.065	5	-7	32

Next compounds follow:
no.	SMILES	CYP2C9 activ	LYP act	Pyk2 oligo antag	PostGolgi yeast	E coli WT exp
31	O=C1OC(c2ccccc2)=C/C1=C/N1CCCCC1	1	1	0.15	-1	-2
32	CCN(CCCNC(=O)COc1cc(=O)n(CC)c2ccccc12)c1ccccc1	.	.	-0.87	4	-12
33	CCc1nc(NCCN2CCOCC2)c(C#N)c2c1CCCC2	0.9	2	0.07	3	14
34	CN(C)C(CNC(=O)CN1C(=O)NC2(CCc3ccccc32)C1=O)c1ccco1 (centres undefined)	0.8	0	0.63	-1	4
35	Cc1cccc(C)c1N/C=C/c1onc(C)c1[N+](=O)[O-]	1.3	-7	-0.75	3	4
36	CC1CCN(c2oc(-c3ccccc3Cl)nc2C#N)CC1	0.1	.	-1.1	-3	3
37	Cc1cc(C)nc(N(C#N)Cc2ccc(Br)cc2)n1	0.9	0	-3.1*	3	6
38	Cc1cccc(/N=C/c2c(O)c3ccccc3oc2=O)n1	1	.	-0.4	-7	-11
39	Cc1nc2ccc(S(=O)(=O)NCC(=O)N3CCc4ccccc43)cc2s1	1.7	1	0.67	16	-4
40	Cc1noc(C)c1S(=O)(=O)N(CC(=O)Nc1ccc2c(c1)OCCO2)c1ccc(C(C)C)cc1	0.3	-1	.	-3	2

no.	DAT uptake mod	PostGolgi ctrl	LYP inh 2	CYP2C9 inhib
31	1.3	31*	0	4
32	.	2	.	.
33	0.96	2	-1	10
34	-0.26	4	-3	18
35	0.28	-1	10	-27
36	1.2	24	.	87*
37	-0.79	27	-1	6
38	0.02	3	.	-2
39	1.9	5	-1	-66
40	-0.69	36*	-2	72*

Marked active in CYP2C9 inhib, among the entries above:
item	molecule	CYP2C9 activ	LYP act	Pyk2 oligo antag	PostGolgi yeast	DAT uptake mod	LYP inh 2	CYP2C9 inhib
1	C(=N\Nc1nc(-c2ccccc2)cs1)/c1cccnc1	0.1	13	-2.7	5	1.1	-8	89*
20	COC(=O)C(NC(=O)c1ccccc1Cl)(Nc1ncc(S(=O)(=O)c2ccc([N+](=O)[O-])cc2)s1)C(F)(F)F (centres undefined)	0.1	-3	0.04	7	0.15	-1	87*
36	CC1CCN(c2oc(-c3ccccc3Cl)nc2C#N)CC1	0.1	.	-1.1	-3	1.2	.	87*
40	Cc1noc(C)c1S(=O)(=O)N(CC(=O)Nc1ccc2c(c1)OCCO2)c1ccc(C(C)C)cc1	0.3	-1	.	-3	-0.69	-2	72*

Remaining list, next part:
no.	SMILES	CYP2C9 activ	LYP act	Pyk2 oligo antag	PostGolgi yeast	E coli WT exp
41	COCc1nc2sc(C)c(C)c2c(=O)[nH]1	.	5	0.43	.	.
42	COc1cccc(-c2nn(C)c3sc(C(=O)N4CCN(c5ccccn5)CC4)cc23)c1	0.2	.	-3.9*	11	-20
43	CCOc1cc(S(=O)(=O)N2CCN(c3ccc(F)cc3)CC2)c(OCC)cc1-n1cnnn1	0.8	-9	0.91	3	-1
44	CCN1CCN(C(=O)c2ccccc2N(Cc2ccccc2)S(=O)(=O)c2ccc(C)cc2)CC1	0.7	15	0.88	1	4
45	COc1ccccc1-c1n[nH]c(=S)o1	0.9	5	0.5	-5	-11
46	Cc1ccc2cc(CN(Cc3ccco3)C(=O)C3CCCCC3)c(=O)[nH]c2c1C	0.9	-4	-1.1	13	-3
47	CCOC(=O)CCc1c(C)c(C#N)c2nc3ccccc3n2c1-n1ccnc1	1	2	-0.64	-2	-8
48	CC(C)[C@H](NC(=O)OCc1ccccc1)C(=O)OCC(=O)NC1CCCCC1	0.2	0	0.42	-4	-6
49	CN(C)/C=N/c1sc2c(c1C#N)CCC2	0.7	-5	0.59	8	3
50	CCOc1nc(-c2ccc(C)cc2)ccc1-c1noc(COC)n1	0.7	-5	-1.5	2	-9

no.	DAT uptake mod	PostGolgi ctrl	LYP inh 2	CYP2C9 inhib
41	-0.94	.	-5	.
42	0.34	16	.	80*
43	-0.75	82*	8	18
44	0.28	-3	-12	33
45	0.2	-5	-8	6
46	0.74	35*	4	5
47	0.51	5	-3	-2
48	0.035	9	3	81*
49	-0.35	4	4	33
50	-0.36	11	3	29

The list goes on.
no.	SMILES	CYP2C9 activ	LYP act	Pyk2 oligo antag	PostGolgi yeast	E coli WT exp
51	O=C1[C@H]2[C@@H](C(=O)N1c1cccc3ccccc13)C1(C(=O)c3ccccc3C1=O)N1CCC[C@@H]21	0.7	7	0.54	-5	-9
52	COC(=O)c1cc2n(n1)CCN(Cc1ccccc1F)C2=O	1	1	0.21	18	0
53	O=C(Nc1ccc(N2CCN(C(=O)c3ccccc3)CC2)c(Cl)c1)c1ccco1	0.4	17	-1	14	-9
54	CCCNC(=O)COC(=O)c1ccccc1OCc1ccc(Cl)cc1	0.2	-2	-0.31	2	5
55	Cc1nn(C(C)(C)C)c(OC(=O)C2CCCC2)c1S(=O)(=O)c1ccccc1	0.5	6	-1.8	3	-5
56	CC(=O)NN1C(=O)c2ccc(Oc3cccc([N+](=O)[O-])c3)cc2C1=O	0.9	-10	0.11	6	0
57	O=C(Nc1ccc(Nc2ccccc2)cc1)c1ccc(Br)o1	0.5	-11	-0.65	-2	-12
58	COCCn1c(=O)[nH]c2cc(C(=O)NCc3cccnc3)ccc2c1=O	1	-20	-0.09	4	-2
59	CCCC(O)(CCN(C)C)c1ccc(OC)cc1 (centres undefined)	1	-1	-0.3	3	-3
60	Cc1ccc(C(=O)OCC(=O)Nc2ccccc2C(F)(F)F)cc1S(=O)(=O)N1CCOCC1	0.7	2	1.2	5	1
61	O=C(CN(C(=O)c1ccccc1Cl)C1CCCCC1)Nc1ccc(Cl)c([N+](=O)[O-])c1	0.2	-15	-1	-3	-1
62	O=C(CC1N=C2c3ccccc3N=C(SCc3ccccc3Cl)N2C1=O)NCc1ccco1 (centres undefined)	0.1	-12	0.97	4	3
63	CCOC(=O)Nc1ccc2c(c1)N(C(=O)N1CCN(C)CC1)c1ccccc1S2	0.9	-6	-1.9	-2	5

no.	DAT uptake mod	PostGolgi ctrl	LYP inh 2	CYP2C9 inhib
51	-0.2	18	-9	26
52	0.4	-1	1	-1
53	0.21	11	-19	62*
54	0.19	23	4	78*
55	.	27	-9	49
56	-1.3	7	8	12
57	.	17	11	51*
58	0.72	0	16	-2
59	-0.46	6	-1	-2
60	-0.013	-4	1	32
61	-1.4	36*	17	75*
62	0.93	8	17	85*
63	-0.094	9	6	7

Screening results deposited in PubChem BioAssay by several laboratories.
